Pin1 inhibitor: inhibitors of human Pin1 | Potency, µM (doses to about 115 µM), for inactives: at the highest dose activity, negative = inhibition, hits mostly inhibitors | 0.009% of 390,000 active | Pin1 FP peptide displacement, HiFluor488, 10 min | Q13526; active = well fitted inhibition curve with a large enough effect in the polarisation, with a control signal flat, not every such curve was filed as active; inconclusive = small, poorly fitted or top-dose-only effect, or effect the other way, or a change in a side signal; inactive = no such curve, though single readings can be large or run the other way; the % refers to the polarisation; note: potency is the fitted concentration of half-maximal effect; % is set by controls: 0 for no effect and ±100 for the full control effect
Target sequence (Q13526 whole entry, looked up): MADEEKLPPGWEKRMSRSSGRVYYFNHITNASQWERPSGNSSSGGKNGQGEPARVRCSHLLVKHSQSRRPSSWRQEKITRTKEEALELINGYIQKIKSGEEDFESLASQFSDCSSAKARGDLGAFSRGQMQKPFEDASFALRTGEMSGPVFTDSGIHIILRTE
Pol eta inh: blocks human DNA polymerase eta activity | Potency, µM (top dose mostly 114 µM), inactives show top-dose activity change, negative = inhibition, most hits filed as inhibitors | recombinant Pol eta, fluorescent DNA replication assay | 1.2% of 390,000 active | AID 588591 | Q9Y253; note: potency is the fitted concentration of half-maximal effect; % is set by controls: 0 for no effect and ±100 for the full control effect
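Pol eta at 10 nM preincubated with compounds 15 min at room temperature; reaction started with fluorescent substrate (50 nM final) and read kinetically at 0 and 10 min.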
G9a block: blocks human histone lysine methyltransferase G9a; Q96KQ7; AID 504332; Potency, µM (top dose mostly 102 µM), for inactives: top-dose activity, negative = inhibition, usual class: inhibitors; 8.8% of 350,000 active; G9a H3K9 monomethylation, AlphaScreen, 2 h; note: potency is the fitted concentration of half-maximal effect; % is set by controls: 0 for no effect and ±100 for the full control effect; nearly all actives have a fitted effect of over 75% in size
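Step 1: enzyme (final 20 nM) with compound, 15 min RT. Step 2: substrate peptide 500 nM and SAM 20 uM, 2 h RT. Step 3: anti-H3K9me1 antibody and AlphaScreen beads, 10 min, then plate read.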
HP1b chromo inh: inhibitors of HP1-beta chromodomain binding to methylated histone tails | AlphaScreen HP1-beta / biotin-H3K9me3 peptide binding | AID 540317 | P83916 | 0.56% of 390,000 active | Potency, µM (series often up to 114 µM), without a hit: at the top dose activity change, negative = inhibition, usual class: inhibitors; note: potency is the fitted concentration of half-maximal effect; nearly all actives have a fitted effect of over 70% in size; inactives centre near 23
Target sequence (P83916 whole entry, looked up): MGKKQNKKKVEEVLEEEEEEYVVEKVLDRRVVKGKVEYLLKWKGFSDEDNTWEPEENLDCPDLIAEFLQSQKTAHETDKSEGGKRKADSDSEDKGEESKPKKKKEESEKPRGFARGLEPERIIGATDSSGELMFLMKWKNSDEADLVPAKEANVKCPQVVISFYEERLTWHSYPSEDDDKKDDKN
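Compound inhibition of the preformed complex between 50 nM HP1-beta and 50 nM biotinylated H3K9me3 peptide was read by AlphaScreen. Buffer was PBS pH 7.4 with 0.01% Tween-20. Incubations ran 30 min at room temperature, with 10 ug/mL donor/acceptor beads.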
JMJD2A Tudor inh: JMJD2A Tudor domain (human) inhibition | O75164 | AlphaScreen JMJD2A-Tudor / H3K4me3 peptide binding | Potency, µM (doses to about 114 µM), without a hit: top-dose activity change, negative = inhibition, actives largely listed as inhibitors | 4.4% of 390,000 active; note: potency is the fitted concentration of half-maximal effect; % is set by controls: 0 for no effect and ±100 for the full control effect; nearly all actives have a fitted effect of over 50% in size
PI4K2A inh: blocks human PI4K2A kinase activity | purified PI4K2A, ADP-Glo luminescence, 1 h; hits give low values | 0.13% of 420,000 active | Q9BTU6 | activity change, negative = inhibition, % at 76.9 µM; in the data active = activity change below about -50%; inconclusive = mostly about -30% to -49%;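 note: -100% = wells without enzyme as full effect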
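Compounds are screened against recombinant PI4K2A using PI as substrate and ATP, the latter dispensed at 300 microM. Reactions run one hour at ambient temperature before ADP-Glo detection; full inhibition defined by wells lacking enzyme.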
BAZ2B block: inhibitors of human BAZ2B bromodomain; Q9UIF8; AlphaScreen BAZ2B-H3K14Ac peptide displacement; Potency, µM (titrated, usually from 114 µM), without a hit: at the highest dose activity change, negative = inhibition, usual class: inhibitors; 4.4% of 360,000 active; AID 504333; note: potency is the fitted concentration of half-maximal effect; % is set by controls: 0 for no effect and ±100 for the full control effect; nearly all actives have a fitted effect of over 60% in size
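Multi-concentration screen (max 110 uM) measuring displacement of acetylated histone H3 peptide from BAZ2B by AlphaScreen, using 50 nM protein, 50 nM peptide and 10 ug/mL streptavidin donor plus Ni-chelate acceptor beads.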
GLS inh: blocks human kidney-isoform glutaminase activity; O94925; GLS enzymatic activity, qHTS titration; Potency, µM (doses to about 45.5 µM), inactives show at the top dose activity change, negative = inhibition, usual class: inhibitors; 0.21% of 410,000 active; AID 624170; note: potency is the fitted concentration of half-maximal effect; % is set by controls: 0 for no effect and ±100 for the full control effect
Target sequence (O94925 whole entry, looked up, canonical isoform): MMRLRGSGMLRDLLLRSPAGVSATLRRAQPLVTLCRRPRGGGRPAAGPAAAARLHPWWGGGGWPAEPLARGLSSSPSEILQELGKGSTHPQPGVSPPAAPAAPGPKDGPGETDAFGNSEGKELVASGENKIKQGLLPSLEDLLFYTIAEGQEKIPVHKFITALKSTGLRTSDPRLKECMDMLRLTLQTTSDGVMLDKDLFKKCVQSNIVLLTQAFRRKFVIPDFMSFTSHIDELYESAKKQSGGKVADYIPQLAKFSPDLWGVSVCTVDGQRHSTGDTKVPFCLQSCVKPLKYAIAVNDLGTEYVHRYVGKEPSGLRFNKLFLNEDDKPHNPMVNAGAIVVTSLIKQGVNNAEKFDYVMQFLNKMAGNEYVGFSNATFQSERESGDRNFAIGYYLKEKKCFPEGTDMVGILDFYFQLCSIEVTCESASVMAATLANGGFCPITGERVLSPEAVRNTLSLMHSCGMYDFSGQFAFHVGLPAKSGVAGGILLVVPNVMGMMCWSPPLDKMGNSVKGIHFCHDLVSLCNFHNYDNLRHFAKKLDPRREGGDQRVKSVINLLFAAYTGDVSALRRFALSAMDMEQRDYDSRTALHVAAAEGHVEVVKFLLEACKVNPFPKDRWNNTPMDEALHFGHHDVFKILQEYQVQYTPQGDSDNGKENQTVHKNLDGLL
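Enzyme dispensed in phosphate buffer (45 mM, pH 8.2, 0.02% Tween-20), compounds pinned in, then 1 mM L-glutamine solution and the glutamate oxidase–HRP–Amplex Red mix added; fluorescence read immediately and again after 30 min at room temperature.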
PGK inhibitor: inhibitors of T. brucei phosphoglycerate kinase; P07378; PGK/GAPDH coupled, Kinase-Glo luminescence, 60 min; Potency, µM (highest dose often 57.5 µM), inactives show at the highest dose activity change, negative = inhibition, most hits filed as inhibitors; 0.043% of 380,000 active; AID 602233; note: potency is the fitted concentration of half-maximal effect; % is set by controls: 0 for no effect and ±100 for the full control effect; nearly all actives have a fitted effect of over 60% in size
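Luminescent ATP detection (Kinase-Glo Plus) follows a 60-minute room-temperature incubation, with wells lacking PGK as controls. Buffer: 100 mM TEA (pH 7.6), 5 mM MgCl2, 0.01% Tween-20. Coupling enzyme GAPDH (100 nM final) supplies unstable 1,3-BPG in-well.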
An asterisk follows results filed as active; i = inactive; ? = inconclusive; / = no result given; & = joins results of further samples; [ ] = another dose, or the depositor's remark. Unless noted, calls come from the whole dose curve; as a rule, active = well fitted curve in the direction sought with a large enough effect; inconclusive = small, poorly fitted or top-dose-only effect, or another doubt; inactive = no such curve, though single readings can be large; an effect the other way counts as inactive or inconclusive.

SMILES,Pin1 inhibitor,Pol eta inh,G9a block,HP1b chromo inh,JMJD2A Tudor inh,PI4K2A inh,BAZ2B block,GLS inh,PGK inhibitor
Cc1ccc(S(=O)(=O)CCC(=O)OC(C)C(=O)N2CCc3ccccc32)cc1 (stereo not drawn),-4.7%,-2.7%,17.1%[0.501 µM],23.0%,-19.3%,0.2,5.4%,-3.0%,-7.3%
COCc1cc(C)nc2sc3c(=O)n(Cc4ccco4)nnc3c12,-20.1%,-0.4%,?,40.1%[activator],-17.2%,-0.3,11.1%,0.4%,0.2%
CCN1CCN(c2ncc3c(n2)CC(c2ccc(OC)c(OC)c2)CC3=O)CC1 (stereo not drawn),-0.4%,-6.9%,-13.3%[59 µM],16.2%,-1.5%,4.5,12.6%,-3.2%,-1.2%
CCS(=O)(=O)N1Cc2ccccc2CC1C(=O)Nc1nc2ccccc2[nH]1 (stereo not drawn),-0.2%,-5.4%,-6.5%,37.9%,-22.9%[57.1 µM],6.6,13.6%,-0.6%,-7.8%
Cc1c(NC(=O)COC(=O)C23CC4CC(CC(O)(C4)C2)C3)c(=O)n(-c2ccccc2)n1C,-11.8%,-6.9%,-6.5%,-9.9%,-12.0%,-8.2,-15.8%,0.9%,i
COc1cc(-c2nnc3n(CCc4ccccc4)c(=O)c4ccccc4n23)cc(OC)c1OC,-1.8%,-14.8%,17.8µM*,15.7%,0.0%,0.7,7.3%,-8.7%,-7.8%
CCOC(=O)NC(Nc1nc2ccccc2s1)(C(=O)OCC)C(F)(F)F (stereo not drawn),0.6%,-9.0%,-11.5%[2.33 µM],35.1%,-5.8%,4.1,10.6%,-3.3%,-2.2%
O=C1C2CCCCN2C(=O)N1CCCCN1CCN(c2ccc([N+](=O)[O-])cc2)CC1 (stereo not drawn),0.3%,-23.0%,3.0%,13.9%,-15.6%,1.1,7.5%,11.7%,-2.8%
COc1ccccc1/C=C/C(=O)OCc1nc2ccccc2c(=O)[nH]1,-0.9%,-3.2%,-6.3%[0.0925 µM],7.6%,-8.7%,0.6,16.1%,-6.4%,i
Cc1cccc(C(=O)Oc2coc(CSc3nnc(NC(=O)C4CC4)s3)cc2=O)c1,?,?,?,40.1%[activator],-22.6%,3.2,-33.5%,1.5%,-5.5%
CCOc1cccc(CNCCCSc2nnnn2C)c1,-4.1%,-3.9%,-6.3%[59 µM],31.6%[activator],-9.3%,-1.9,-15.5%,-8.5%,6.3%
CCN1CCN(CCCNC(=O)c2cnn(-c3ccccc3Cl)c2C2CCN(C(=O)OC(C)(C)C)CC2)CC1,1.4%,-5.9%,-26.1%[59 µM],21.7%,-11.3%,4.4,5.7%[57.1 µM],-10.9%,3.4%
Cc1cccc(-n2cnc(C(=O)Nc3cccnc3)c2)n1,6.4%,-12.4%,-4.4%,27.8%,6.5%,-4.6,-7.3%,-6.1%,i
CC(C)CN1C(=O)c2ccc(C(=O)Nc3ccncc3)cc2C1=O,-10.2%,-6.1%,-2.9%,6.1%,-28.2%,0.3,1.1%,2.5%,-12.1%
O=C(Nc1ccccc1-c1nnc(SCc2ccccc2)o1)c1ccccc1,1.2%,-13.6%,48.4%[activator],49.4%,10.4%,0.0,6.1%,-18.9%,1.8%
O=C(NCc1ccco1)c1ccc2c(c1)CCO2,-10.1%,-13.3%,7.7%,16.6%,12.1%,3.4,-18.8%,2.2%,13.4%
CC1CCCN(CCCNS(=O)(=O)c2cc(Br)cc3c2N(C(=O)C2CC2)CC3)C1 (stereo not drawn),3.1%,-6.5%,25.6%[59 µM],24.1%,-1.7%,17.9,3.5%,0.8%,i
COc1ccc2ncccc2c1Cc1c(OC)ccc2ncccc12,10.9%,?,/,8.9%[57 µM],-22.1%,-7.8,/,-7.1%,i
CCN(Cc1ccccc1)S(=O)(=O)c1ccc2oc(C(=O)O)c(C)c2c1,-2.5%,-13.0%,-10.7%[12.7 µM],13.6%,-20.4%,1.0,3.8%,4.3%,-10.0%
CNC(=O)COC(=O)c1cc2c(s1)CCCC2,3.1%,-13.8%,-4.9%,24.2%,-1.4%,5.5,-18.1%,26.2%,-2.0%
Cc1nc2c3cc(F)ccc3n(CCN3CCCCC3)c2s1,-3.4%,-12.7%,?,1.0%,-27.5%,-0.5,-4.0%,18.9%,-4.0%
CCOC(=O)C1(Cc2ccccc2C(F)(F)F)CCN(C(=O)c2cc(C)n(C)n2)CC1,0.0%,-7.3%,-11.2%[12.7 µM],23.6%,-15.9%,0.8,-3.9%,9.0%,-10.2%
COc1cccc(-c2cc(C(=O)Nc3nc4ccccc4s3)c3ccccc3n2)c1,39.6%[activator],-7.7%,7.2%[2.33 µM],14.8%,-28.5%,-0.8,-29.7%,-5.3%,/
Cc1c2cnn(CC(=O)NCc3ccc(Cl)cc3)c(=O)c2c(C)n1Cc1ccc(F)cc1,11.4%,-10.5%,1.3%[59 µM],36.0%,-17.4%,0.2,-6.7%,-4.0%,7.8%
Cc1ccc(CSc2ncnc3ccccc23)cc1,4.6%,4.6%,176.4%[activator],144.4%[activator],96.5%[activator],-1.0,105.6%[activator],7.9%,-1.3%
CCN1C(=O)N(c2ccc(C(C)=O)cc2)S(=O)(=O)c2ccccc21,-3.9%&0.4%,-4.8%&-25.8%,21.6%,18.0%&48.9%,-2.7%&-0.3%,-0.7&-10.1,0.4%&-1.3%,-3.1%&0.9%,6.4%
COc1ccc(CNC(=O)Cn2cc(C(F)(F)F)ccc2=O)cc1,0.5%,-17.4%,50.1µM*,15.6%,-11.5%,-3.1,12.2%,1.1%,-7.9%
CCN(C(=O)Cc1c(C(=O)O)[nH]c2ccccc12)c1cc(OC)ccc1OC,-6.9%,-7.8%,10.7%[12.7 µM],16.9%,?,-4.8,?,-7.7%,-4.9%
Cc1ccc(C)c(NC(=O)C2CCN(c3nn4c(=O)cc(C)nc4s3)CC2)c1,?,-19.1%,29.9%[59 µM],33.1%,-4.7%,-2.2,3.5%,-10.7%,7.3%
CC(C)(C)NC(=O)C[C@H]1C[C@H](C(=O)N2CCOCC2)[C@@]2(CCC3CCCC3)c3[nH]c4cc(-c5ccco5)ccc4c3CCN2C1=O,22.7%,-19.0%,/,-22.9%,?,2.2,/,6.6%,7.8%
COc1ccccc1N/C(=N/S(=O)(=O)c1ccc(Cl)cc1)c1ccccc1,-1.0%,-11.2%,9.8%[59 µM],12.8%,-14.2%,2.4,-2.9%,-1.7%,-9.2%
COc1ccc(OC)c(NC(=O)CNC(=O)Cn2cnc3ccccc3c2=O)c1,-1.5%,-4.6%,20.3%[59 µM],22.7%,7.2%,5.8,6.6%,4.6%,-2.1%
COc1ccccc1CCNC(=O)C(=O)NCC1OCCN1S(=O)(=O)c1cc(F)ccc1F (stereo not drawn),9.0%,-18.3%,20.6%,13.3%,-16.9%,-5.7,4.5%,1.0%,-8.0%
Cc1ccccc1OCC(=O)O/N=C(\N)Cc1cccs1,1.2%,4.9%,7.0%[0.0925 µM],80.0%[activator],75.7%[activator],0.3,95.9%[activator],-1.1%,-5.9%
CCc1ccc(/C=C2\CN(CC)Cc3c2nc2ccccc2c3C(=O)O)cc1,?,-7.0%,?,26.5%,-21.4%,-3.5,24.7%,28.2%,-10.0%
Cc1nnc(SCC(=O)Nc2ccccc2F)n1Cc1ccco1,2.4%,-1.6%,34.7%[12.7 µM],16.9%,-12.6%,-4.8,-17.0%,-2.5%,i
COc1ccc(OCC(=O)N(Cc2ccc(C)o2)C2CCS(=O)(=O)C2)cc1 (stereo not drawn),1.0%&2.8%,5.1%,-22.4%[59 µM],34.6%&28.5%,-17.9%&-19.1%,-1.1&4.4,-15.5%&-21.6%,4.4%&-9.4%,4.2%
Cc1cc(NS(C)(=O)=O)c(=O)n(Cc2c(F)cccc2Cl)c1,-4.0%,-18.7%,-9.9%,24.3%,5.6%,0.0,-37.1%,12.9%,-2.8%
COc1cc(NC(=O)c2cccc(Cl)c2)ccc1NC(=O)c1cccs1,8.9%,-4.3%,-9.5%[0.501 µM],16.2%,-18.1%,1.5,0.6%,-10.8%,-8.1%
O=C(NCc1cccs1)C1CC(O)CN1C(=O)Nc1ccccc1 (stereo not drawn),-9.4%,-2.4%,38.7%,4.9%,-2.1%,-7.3,4.4%,6.6%,5.2%
Cc1nc(NC(=O)COC(=O)C2CC3CCCC(C2)C3=O)c(Cl)cc1Cl (stereo not drawn),3.1%,-2.7%,/,1.9%,-17.1%,3.7,/,1.4%,-9.4%
CCn1cc(C2=NOC(C(=O)Nc3cc(OC)c(Cl)cc3OC)C2)c(C)n1 (stereo not drawn),-3.0%,-16.8%,?,18.4%,-17.9%,-0.6,-33.2%,-5.4%,-10.5%
COc1ccc(-c2csc3ncnc(Nc4ccc(O)cc4)c23)cc1,-3.1%,0.8%,/,25.8%,-23.5%,-0.6,-8.3%,-2.2%,-7.7%
COc1cccc(/C=C/C(=O)OCC(=O)NCc2ccc(Cl)cc2)c1,0.4%,-9.6%,0.4%,15.0%,-5.8%,-2.2,-1.6%,4.0%,i
O=C(NCc1ccco1)C(=S)N1CCCC1,0.9%,-17.5%,31.6µM*,18.2%,0.3%,-5.3,-12.9%,-5.0%,-6.1%
CCOC(=O)C1(C)Oc2ccc(S(=O)(=O)CC)cc2NC1=O (stereo not drawn),-0.5%,-21.8%,0.6%,13.2%,12.7%,-15.7,-14.9%,-0.8%,-4.1%

The list is partial; the hit share may differ from the screen's.
